Screening data as filed in PubChem BioAssay.
Mtb FBA inh = Mtb FBA enzyme inhibitors, primary screen, biochemical, fluorescence, strain H37Rv. Fructose-bisphosphate aldolase (Mycobacterium tuberculosis (strain ATCC 25618 / H37Rv)), …. purified M. tuberculosis FBA, fluorescence read-out. inhibition, % at 1 µM. hit rate 2.3% among 360,000; in the data active means inhibition above about 27%;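 further: 0% = vehicle and 100% = reference inhibitor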
Target sequence (P9WQA3 whole entry, looked up): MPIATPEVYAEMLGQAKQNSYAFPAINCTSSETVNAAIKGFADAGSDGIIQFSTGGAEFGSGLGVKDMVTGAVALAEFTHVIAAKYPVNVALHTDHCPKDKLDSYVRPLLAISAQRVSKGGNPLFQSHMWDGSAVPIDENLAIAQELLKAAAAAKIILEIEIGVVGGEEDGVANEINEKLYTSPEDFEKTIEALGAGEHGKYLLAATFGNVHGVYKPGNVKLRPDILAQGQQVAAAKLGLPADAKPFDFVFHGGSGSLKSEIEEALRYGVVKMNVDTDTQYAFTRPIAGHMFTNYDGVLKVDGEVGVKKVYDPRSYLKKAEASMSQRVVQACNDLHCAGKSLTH
PrPC TRFRET = inhibitors of human cell surface prion protein PrPC, primary screen, cell-based, TR-FRET | inhibition, % at 13.8 µM | TR-FRET read-out | hit rate 0.43% among 370,000 | AID 720596, 2013 | Major prion protein (Homo sapiens), P04156; in the data active means inhibition above about 24%; further: 0% = median of the test wells and 100% = reference compound wells
Mtb BioA inh = M. tuberculosis BioA enzyme inhibitors, primary screen, biochemical, plate reader, single point, HTS. purified M. tuberculosis BioA enzyme. hit rate 0.096% among 360,000. inhibition, % at 9.99 µM; in the data active means inhibition above about 40%
FadD28 FP inh = inhibitors of FadD28 bisubstrate probe binding, primary screen, biochemical, fluorescence polarization, single point; AID 588549, 2011; hit rate 0.22% among 360,000; inhibition, % at 12.5 µM; in the data active means inhibition above about 8.5%, passing the limit was not always enough
BoNT F protease = BoNT/F light chain protease inhibitors, primary screen, biochemical, flow cytometry, MLPCN library; Botulinum neurotoxin type F light chain protease (Clostridium botulinum); Multiplex microsphere protease cleavage assay; inhibition, % at 10 µM; hit rate 0.22% among 360,000; in the data active means inhibition above about 35%, passing the limit was not always enough; further: plate controls were buffer without enzyme for full effect and enzyme alone for no effect
MazF activator = activators of E. coli MazEF toxin-antitoxin RNase, primary screen, biochemical, fluorescence, uHTS; Endoribonuclease toxin MazF (Escherichia coli (strain K12)), P0AE70; hit rate 0.32% among 350,000; activation, % at 20 µM; FAM/BHQ RNA-DNA oligo cleavage fluorescence, 5 h; in the data active means activation above about 50%
Target sequence (P0AE70 whole entry, looked up): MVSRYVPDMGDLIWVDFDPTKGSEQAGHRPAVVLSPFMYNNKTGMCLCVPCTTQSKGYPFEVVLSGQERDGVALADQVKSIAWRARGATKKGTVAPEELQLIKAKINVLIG
GDH-TPI counter = GDH-TPI coupling enzyme inhibitors, primary screen, artefact control for M. tuberculosis FBA inhibitor project, biochemical, absorbance, full deck; hit rate 1.2% among 360,000; inhibition, % at 4.8 µM; GDH-TPI coupled enzyme counterscreen, NADH absorbance; in the data active means inhibition above about 30%;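 further: 0% = DMSO wells and 100% = wells lacking the enzyme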
Rv3671c protease = Rv3671c serine protease inhibitors, primary screen, biochemical, fluorescence polarization, M. tuberculosis H37Rv | P9WHR9 | inhibition, % at 5.96 µM | hit rate 0.048% among 320,000 | AID 2606, 2010; in the data active means inhibition above about 38%;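 further: extracellular domain of Rv3671c used as enzyme; 0% = enzyme with DMSO and 100% = no enzyme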
UGM FP inh = M. tuberculosis UGM enzyme inhibitors, primary screen, biochemical, fluorescence polarization, single point. UDP-galactopyranose mutase (Mycobacterium tuberculosis (strain ATCC 25618 / H37Rv)), …. purified UGM, fluorescence polarization probe displacement. inhibition, % at 10 µM. hit rate 0.06% among 320,000; in the data active means inhibition above about 10%, passing the limit was not always enough
Target sequence (P9WIQ1 whole entry, looked up): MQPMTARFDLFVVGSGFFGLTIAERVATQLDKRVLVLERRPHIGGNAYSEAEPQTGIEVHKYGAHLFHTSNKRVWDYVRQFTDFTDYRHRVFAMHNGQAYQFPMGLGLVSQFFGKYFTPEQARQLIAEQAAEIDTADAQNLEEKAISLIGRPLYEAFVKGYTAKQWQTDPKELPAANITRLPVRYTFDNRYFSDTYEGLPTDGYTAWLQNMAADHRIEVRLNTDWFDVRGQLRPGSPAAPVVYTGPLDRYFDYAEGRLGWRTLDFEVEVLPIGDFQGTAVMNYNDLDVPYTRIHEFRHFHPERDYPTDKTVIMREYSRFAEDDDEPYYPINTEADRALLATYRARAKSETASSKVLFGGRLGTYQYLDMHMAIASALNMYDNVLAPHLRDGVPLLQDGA
An asterisk follows results filed as active; & = joins results of further samples.

Start of the data: the first 3 compounds (preview)
How did OC(c1cccc(Cl)c1)c1nc(/C=C/c2ccccc2)cs1 (stereo not given) do in these assays?
Mtb FBA inh: 1; PrPC TRFRET: -2; Mtb BioA inh: -1.4; FadD28 FP inh: -1.2; BoNT F protease: -10; GDH-TPI counter: 7

What do the screens show for `O=C(CN1CCCC1)Nc1ccc(Cl)cc1C(=O)c1ccccc1`?
Mtb FBA inh: 1; PrPC TRFRET: -6; FadD28 FP inh: -1.8; BoNT F protease: -7; MazF activator: -5; GDH-TPI counter: -1; Rv3671c protease: -7; UGM FP inh: 0.7

Results for CSc1nc2sc3c(c2c(=O)n1C)CCCC3 ?
Mtb FBA inh: 0; PrPC TRFRET: 2; Mtb BioA inh: 0.0; FadD28 FP inh: -1.0; BoNT F protease: -3; MazF activator: 5; GDH-TPI counter: -4; Rv3671c protease: -5; UGM FP inh: -1.6

Main list, from the start:
How did OC(c1cccc(Cl)c1)c1nc(/C=C/c2ccccc2)cs1 (stereo not given) do in these assays?
Mtb FBA inh: 1; PrPC TRFRET: -2; Mtb BioA inh: -1.4; FadD28 FP inh: -1.2; BoNT F protease: -10; GDH-TPI counter: 7

What do the screens show for `O=C(CN1CCCC1)Nc1ccc(Cl)cc1C(=O)c1ccccc1`?
Mtb FBA inh: 1; PrPC TRFRET: -6; FadD28 FP inh: -1.8; BoNT F protease: -7; MazF activator: -5; GDH-TPI counter: -1; Rv3671c protease: -7; UGM FP inh: 0.7

Results for CSc1nc2sc3c(c2c(=O)n1C)CCCC3 ?
Mtb FBA inh: 0; PrPC TRFRET: 2; Mtb BioA inh: 0.0; FadD28 FP inh: -1.0; BoNT F protease: -3; MazF activator: 5; GDH-TPI counter: -4; Rv3671c protease: -5; UGM FP inh: -1.6

Results for CCN(CC)S(=O)(=O)c1ccc(C(=O)/C=C/c2ccc(-c3ccc([N+](=O)[O-])cc3)o2)cc1 ?
Mtb FBA inh: -5; PrPC TRFRET: 1; FadD28 FP inh: -2.1; BoNT F protease: 26; MazF activator: 298*; GDH-TPI counter: 17; Rv3671c protease: 4; UGM FP inh: -0.6

How did Cc1cccc(C(=O)c2cnc3ccccc3c2-c2ccccc2)c1 do in these assays?
Mtb FBA inh: -10; PrPC TRFRET: 2; Mtb BioA inh: -0.1; FadD28 FP inh: -1.6; BoNT F protease: -10; MazF activator: -8; GDH-TPI counter: 4; Rv3671c protease: -16; UGM FP inh: -0.8

How did O=C(Nc1ccc(C(=O)N2CCOCC2)cc1)c1cccc([N+](=O)[O-])c1 do in these assays?
Mtb FBA inh: 5; PrPC TRFRET: -16; FadD28 FP inh: -1.4; BoNT F protease: -6; MazF activator: 11; GDH-TPI counter: 0; Rv3671c protease: -5; UGM FP inh: 0.6

How did CC1CCC2(CC1)Nc1ccccc1C(=O)N2c1ccccc1 (stereo not given) do in these assays?
Mtb FBA inh: 16; PrPC TRFRET: -4; Mtb BioA inh: 4.4; FadD28 FP inh: -4.3; BoNT F protease: 9; MazF activator: 1; GDH-TPI counter: 7; Rv3671c protease: 7; UGM FP inh: -0.5

How did CC(Sc1nnc(CNC(=O)c2ccco2)n1C)C(=O)Nc1nccs1 (stereo not given) do in these assays?
Mtb FBA inh: 1; PrPC TRFRET: -4; Mtb BioA inh: 0.5; FadD28 FP inh: 0.1; BoNT F protease: -1; MazF activator: 12; GDH-TPI counter: 2; Rv3671c protease: -3; UGM FP inh: -2.7

Results for COc1ccc(NC(=O)CCNS(=O)(=O)c2cc(Br)cnc2N)cc1OC ?
Mtb FBA inh: 1; PrPC TRFRET: 4; Mtb BioA inh: 1.5; FadD28 FP inh: -2.6; BoNT F protease: 0; MazF activator: 8; GDH-TPI counter: -4; Rv3671c protease: 3; UGM FP inh: -2.2

How did CC(Sc1cnccn1)C(=O)O (stereo not given) do in these assays?
Mtb FBA inh: 3; PrPC TRFRET: -4; FadD28 FP inh: 0.5; BoNT F protease: -2; MazF activator: 2; GDH-TPI counter: 9; Rv3671c protease: 2; UGM FP inh: -1.3

Results for COc1ccc(NC(=O)N(C)C[C@@H]2OCc3cnnn3CCCC(=O)N([C@@H](C)CO)C[C@H]2C)c(OC)c1 ?
Mtb FBA inh: -2; PrPC TRFRET: 5; Mtb BioA inh: 0.1&-0.5; FadD28 FP inh: -2.4; BoNT F protease: -2; MazF activator: -9; GDH-TPI counter: -4

How did CCOc1cc(/C=C/c2ccc3cccc([N+](=O)[O-])c3n2)ccc1O do in these assays?
Mtb FBA inh: -5; PrPC TRFRET: -19; Mtb BioA inh: -1.0; FadD28 FP inh: -0.8; BoNT F protease: -5; MazF activator: 17; GDH-TPI counter: 28; Rv3671c protease: 7; UGM FP inh: -0.6

Results for COC(=O)C[C@H]1C[C@@H]2c3cc(N(C)C)ccc3O[C@@H]2[C@H](CO)O1 ?
Mtb FBA inh: 0; PrPC TRFRET: 2; Mtb BioA inh: -3.3; FadD28 FP inh: -2.0; BoNT F protease: -3; MazF activator: 3; GDH-TPI counter: -6

What do the screens show for `COc1ccc(Br)cc1C(=O)O`?
Mtb FBA inh: 0; PrPC TRFRET: -3; Mtb BioA inh: -2.1; FadD28 FP inh: -1.5; BoNT F protease: -12; MazF activator: 5; GDH-TPI counter: -3; Rv3671c protease: -1; UGM FP inh: 1.3

What do the screens show for `CCC(=O)Nc1c(-c2ccccc2Cl)c(=O)c2ccccc2n1C`?
Mtb FBA inh: 2; PrPC TRFRET: -1; Mtb BioA inh: -0.5; FadD28 FP inh: -0.6; BoNT F protease: -26; MazF activator: 0; GDH-TPI counter: 4; Rv3671c protease: -1; UGM FP inh: 1.5

What do the screens show for `O=C(NCc1ccccn1)c1cccc(S(=O)(=O)NCc2ccccc2)c1`?
Mtb FBA inh: 5; PrPC TRFRET: -3; Mtb BioA inh: 1.9; FadD28 FP inh: -0.2; BoNT F protease: -6; MazF activator: 0; GDH-TPI counter: 14; Rv3671c protease: 5; UGM FP inh: 1.2

How did Cc1ccc(N(CC(=O)NC(C)C)C(=O)CCC(=O)Nc2nccs2)cc1C do in these assays?
Mtb FBA inh: 4; PrPC TRFRET: 0; Mtb BioA inh: -0.6; FadD28 FP inh: -5.3; BoNT F protease: 17; MazF activator: 4; GDH-TPI counter: -8; Rv3671c protease: -3; UGM FP inh: -0.3

Results for COc1cc(NC(=O)c2ccc3nsnc3c2)cc(OC)c1OC ?
Mtb FBA inh: 3; PrPC TRFRET: -12; Mtb BioA inh: 2.9; FadD28 FP inh: 2.2; BoNT F protease: 2; MazF activator: 3; GDH-TPI counter: 0; Rv3671c protease: 2; UGM FP inh: 1.9

Results for CCOC(=O)c1ccc2[nH]c3ccccc3c2c1 ?
Mtb FBA inh: 24; PrPC TRFRET: -6; Mtb BioA inh: 0.2; FadD28 FP inh: -6.9; BoNT F protease: 2; MazF activator: 6; GDH-TPI counter: -2; Rv3671c protease: 2; UGM FP inh: -0.6

Results for O=[N+]([O-])c1cc(Cl)ccc1N1CCCCC1 ?
Mtb FBA inh: 5; PrPC TRFRET: -1; FadD28 FP inh: -1.2; BoNT F protease: -4; MazF activator: -28; GDH-TPI counter: 2; Rv3671c protease: 4; UGM FP inh: 0.7

What do the screens show for `N#CCSc1nc(Nc2ccc3c(c2)OCO3)c2ccccc2n1`?
Mtb FBA inh: 0; FadD28 FP inh: -0.3; BoNT F protease: -4; MazF activator: 10; GDH-TPI counter: 6; Rv3671c protease: 0; UGM FP inh: -1.0

Results for Cc1cc(Cl)c(OCCOCCN2CCNCC2)c(Cl)c1 ?
Mtb FBA inh: -2; PrPC TRFRET: 1; Mtb BioA inh: -1.7; FadD28 FP inh: -4.1; BoNT F protease: -16; MazF activator: 6; GDH-TPI counter: -1; Rv3671c protease: 7; UGM FP inh: -4.5

How did N#Cc1cn(-c2ccccc2)nc1C(=O)c1ccccc1 do in these assays?
Mtb FBA inh: 2; PrPC TRFRET: 10; Mtb BioA inh: 1.8; FadD28 FP inh: -3.9; BoNT F protease: -4; MazF activator: 0; GDH-TPI counter: -3; Rv3671c protease: -2; UGM FP inh: 2.2

How did C/C(=N\NC(=S)NC1CCCCC1)c1ccc(OC(F)F)cc1OC(F)F do in these assays?
Mtb FBA inh: 0; PrPC TRFRET: 4; FadD28 FP inh: 0.2; BoNT F protease: -3; MazF activator: -7; GDH-TPI counter: 16; Rv3671c protease: -13; UGM FP inh: -1.9

How did COc1ccc(OC)c(NS(=O)(=O)c2c(C(=O)N3CCCCCC3)c(C)n(C)c2C)c1 do in these assays?
Mtb FBA inh: 4; PrPC TRFRET: 3; Mtb BioA inh: -3.0; FadD28 FP inh: 0.6; BoNT F protease: -3; MazF activator: 8; GDH-TPI counter: 4; Rv3671c protease: -2; UGM FP inh: -0.8

Results for Cc1ccc(CN2CCNC(=O)C2CC(=O)NC2CCCCCC2)cc1 (stereo not given) ?
Mtb FBA inh: 1; PrPC TRFRET: -1; Mtb BioA inh: -0.6; FadD28 FP inh: -0.5; BoNT F protease: -9; MazF activator: -2; GDH-TPI counter: 1; Rv3671c protease: -4; UGM FP inh: 1.7

Results for CC1CCN(C(=O)c2[nH]cnc2C(=O)NCc2ccc(CNC(=O)OC(C)(C)C)cc2)CC1 ?
Mtb FBA inh: -4; PrPC TRFRET: 2; Mtb BioA inh: 0.9; FadD28 FP inh: -2.1; BoNT F protease: 2; MazF activator: 2; GDH-TPI counter: -5; Rv3671c protease: 10; UGM FP inh: -2.5

How did OCCNc1ncnc2c1ncn2[C@H]1CN(Cc2ccc(-c3ccccc3)cc2)C[C@@H](CO)O1 do in these assays?
Mtb FBA inh: -1; Mtb BioA inh: -0.3; FadD28 FP inh: -4.0; BoNT F protease: 8; GDH-TPI counter: -5

How did CC/C(CC(C)(C)c1ccccc1)=N\O do in these assays?
Mtb FBA inh: 0; PrPC TRFRET: 6; Mtb BioA inh: -1.5; FadD28 FP inh: -3.1; BoNT F protease: -4; MazF activator: 0; GDH-TPI counter: -1; Rv3671c protease: -3; UGM FP inh: 3.0

What do the screens show for `Cc1ccc(COc2coc(CO)cc2=O)cc1`?
Mtb FBA inh: 1; PrPC TRFRET: 1; Mtb BioA inh: 0.0; FadD28 FP inh: -3.1; BoNT F protease: 5; MazF activator: -4; GDH-TPI counter: -7; Rv3671c protease: -5; UGM FP inh: -2.1

How did CC(=O)OC1(Cc2ccccc2)CN2CCC1c1ccccc12 (stereo not given) do in these assays?
Mtb FBA inh: 6; PrPC TRFRET: 7; Mtb BioA inh: 2.9; FadD28 FP inh: -0.4; BoNT F protease: 9; MazF activator: 3; GDH-TPI counter: 3; Rv3671c protease: -2; UGM FP inh: 2.3

What do the screens show for `CC1=C[C@H]2OC(=O)[C@@H](C)[C@H]2C[C@@H]2[C@H]1C[C@@H](O)[C@@]2(C)O`?
Mtb FBA inh: 0; PrPC TRFRET: -3; Mtb BioA inh: -1.2; FadD28 FP inh: -3.1; BoNT F protease: -12; MazF activator: 8; GDH-TPI counter: -2; Rv3671c protease: 1; UGM FP inh: -0.2

How did Cc1ccc(C(=O)N(CCC2=CCCCC2)c2c(N)n(Cc3ccccc3)c(=O)[nH]c2=O)o1 do in these assays?
Mtb FBA inh: -1; PrPC TRFRET: 5; Mtb BioA inh: 3.2; FadD28 FP inh: -2.2; BoNT F protease: -5; MazF activator: 10; GDH-TPI counter: -2; Rv3671c protease: 1; UGM FP inh: -1.0

How did CCOC(=O)C1CCN(C(=O)CN2C(=O)NC3(CCCCC3)C2=O)CC1 do in these assays?
Mtb FBA inh: -1; PrPC TRFRET: 5; Mtb BioA inh: 0.5; FadD28 FP inh: -3.4; BoNT F protease: -10; MazF activator: -3; GDH-TPI counter: -5; Rv3671c protease: -3; UGM FP inh: -0.7

Results for COc1ccc(C2Nc3ccccc3C(=O)N2Cc2ccco2)cc1COc1ccccc1F (stereo not given) ?
Mtb FBA inh: 14; PrPC TRFRET: -3; FadD28 FP inh: -1.5; BoNT F protease: 4; MazF activator: -6; GDH-TPI counter: -3; Rv3671c protease: -7; UGM FP inh: 0.0
